High-throughput results from PubChem BioAssay.
Rab7 wt modul – modulators of GTP binding to Rab7, primary screen, biochemical, wildtype, multiplex bead flow cytometry. AID 758, 2007. GST-Rab7 beads, fluorescent GTP binding; actives lie on both sides; untreated = 100%, excess cold GTP = 0%. Rab7 GTPase wild type (dog), Bodipy-FL-GTP binding. hit rate 0.055% among 190,000. GTP binding activity (percent of control), % at 10 µM;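 active = fluorescent GTP binding to Rab7 beads changed by at least 20 points from the 100% baseline, either direction, mostly lower; inconclusive = compound itself probably fluorescent, or too few beads counted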;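 note: median green fluorescence of bound Bodipy-FL-GTP per Rab7 bead population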
GSH fluor – compound fluorescence on glutathione beads, profiling panel, artefact control, biophysical, 488/530 nm, flow cytometry. GSH beads flow cytometry, compound fluorescence 488/530 nm; stronger effect = higher value. fluorescence (KMESF) at 10 µM. hit rate 0.25% among 190,000. AID 1776, 2009; in the data active = fluorescence above about 89;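 note: glutathione beads carrying GST-tagged Bcl family fusion proteins plus one bare bead set; values are compound well signal with DMSO vehicle wells as background; inactives centre near 16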
Mcl1 Bid PPI – Mcl-1/Bid binding inhibitors, primary screen, biochemical, TR-FRET, 1536-well | Induced myeloid leukemia cell differentiation protein Mcl-1 (Homo sapiens), Q07820 | TR-FRET Mcl-1/Bid-Dy647 peptide binding | inhibition, % at 21.7 µM | hit rate 0.97% among 220,000 | AID 1021, 2008;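 active = compounds that cut the binding signal by more than half at the single screening dose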;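 note: His-tagged Mcl-1 with europium anti-His antibody binding Bid BH3 peptide; 0% = Mcl-1 plus peptide wells and 100% = peptide-only wells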
Target sequence (Q07820 whole entry, looked up): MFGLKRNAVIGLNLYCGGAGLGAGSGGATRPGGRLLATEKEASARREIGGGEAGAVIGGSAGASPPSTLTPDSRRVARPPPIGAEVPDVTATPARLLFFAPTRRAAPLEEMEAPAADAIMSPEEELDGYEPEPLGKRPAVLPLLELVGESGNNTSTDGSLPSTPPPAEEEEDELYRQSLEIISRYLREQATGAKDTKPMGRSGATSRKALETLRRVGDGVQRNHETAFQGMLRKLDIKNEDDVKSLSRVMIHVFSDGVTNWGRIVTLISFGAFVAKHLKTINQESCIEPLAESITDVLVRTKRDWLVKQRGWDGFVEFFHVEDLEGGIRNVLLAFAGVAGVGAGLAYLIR
Mcl1 Noxa PPI – Mcl-1/Noxa binding inhibitors, primary screen, biochemical, TR-FRET, 1536-well. Induced myeloid leukemia cell differentiation protein Mcl-1 (Homo sapiens), Q07820. hit rate 1.5% among 220,000. TR-FRET Mcl-1/Noxa peptide binding, 2 h. inhibition, % at 21.7 µM;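 active = compounds that cut the protein-peptide binding signal by more than 50% relative to plate controls in a single-dose test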;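 note: His-tagged Mcl-1 with rhodamine Noxa BH3 peptide and terbium anti-His antibody; 0% = Mcl-1 plus Noxa peptide wells and 100% = peptide-only wells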
Pf gametocyte – late stage P. falciparum gametocyte viability inhibitors, primary screen, ATP luminescence, HTS. P. falciparum stage V gametocytes, 24 h. inhibition, % at 10.9 µM. hit rate 0.065% among 150,000. AID 743093, 2013;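 active = inhibition above the mean plus 3 SD of compounds within the control limits, set per campaign, cut at about 38% in these data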;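 note: 0% = DMSO wells and 100% = medium only without gametocytes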
Avidin bead fluor – green autofluorescence of compounds with avidin beads – biophysical, 488/530 nm, flow cytometry, artefact control, profiling panel. compound fluorescence 488/530 nm; stronger effect = higher value. fluorescence (KMESF) at 10 µM. hit rate 0.38% among 220,000. AID 1775, 2009; in the data active = fluorescence above about 47; note: inactives centre near 10
HRas wt GTP bind – modulators of GTP binding to HRas wildtype, primary screen, biochemical, bead-based flow cytometry, multiplex | GTPase HRas (Homo sapiens), P01112 | hit rate 0.14% among 190,000 | GST-Ras wt beads, Bodipy-FL-GTP binding; actives lie on both sides | GTP binding activity, % at 10 µM;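 active = GTP binding activity at least 20% away from the 100% baseline, either lowered as inhibitor or raised as activator; inconclusive = flagged as likely green fluorescent, judged across all proteins in the well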;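 note: 0% = unlabeled GTP competition control and 100% = no-compound control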
Target sequence (P01112 whole entry, looked up): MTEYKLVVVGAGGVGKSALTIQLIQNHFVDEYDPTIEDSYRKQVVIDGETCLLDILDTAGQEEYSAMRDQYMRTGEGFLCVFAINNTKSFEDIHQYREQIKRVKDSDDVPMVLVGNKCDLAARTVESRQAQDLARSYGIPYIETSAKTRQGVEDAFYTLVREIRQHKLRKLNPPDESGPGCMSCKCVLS
Rab2A wt mod – modulators of GTP binding to Rab2A wildtype, primary screen, biochemical, dog, bead-based flow cytometry, multiplex. Ras-related protein Rab-2A (Canis lupus familiaris), P61105. GST-Rab2 wt beads, Bodipy-GTP binding. GTP binding activity, % at 10 µM. hit rate 0.19% among 190,000. AID 760, 2007;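 active = GTP binding activity at least 20 points away from 100%, either lowered or raised; inconclusive = signal likely due to the compound's own green fluorescence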;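 note: 0% = beads with excess unlabeled GTP and 100% = no-compound control corrected for plate trend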
Rac1 act GTP bind – GTP binding modulators of activated mutant Rac1, primary screen, biochemical, bead-based flow cytometry, multiplex, fluorescent GTP | Ras-related C3 botulinum toxin substrate 1 (Homo sapiens), P63000 | GST-Rac1 activated beads; actives lie on both sides; 100% means binding = to untreated wells | percent activity (GTP binding), % at 10 µM | hit rate 0.11% among 190,000;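 active = GTP binding at least 20 percentage points away from the 100% baseline, in either direction, so actives lie on both sides; inconclusive = Compound likely fluorescent itself, or too few beads counted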
Rac1 wt GTP bind – wildtype Rac1 GTP binding modulators, primary screen, biochemical, GST-Rac1 beads, flow cytometry, multiplex. hit rate 0.27% among 190,000. GTP binding activity (% of control), % at 10 µM. fluorescent GTP binding; actives lie on both sides; 0 = cold GTP competed, 100 = untreated;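 active = GTP binding activity at least 20 points away from the 100% control level, either lower or higher; inconclusive = compound flagged as likely green fluorescent, judged across all proteins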
Cdc42 wt GTP – modulators of GTP binding to wildtype Cdc42, primary screen, biochemical, multiplex bead flow cytometry, Bodipy-GTP; percent activity (GTP binding), % at 10 µM; hit rate 0.2% among 190,000; AID 761, 2007; GST-Cdc42 beads; actives lie on both sides; Cell division control protein 42 homolog (Homo sapiens), P60953;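 active = percent activity GTP binding at least 20 points away from the 100% baseline, either down as inhibitor or up as activator; inconclusive = compound flagged as likely green fluorescent from well-wide comparison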;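 note: median bead fluorescence of bound Bodipy-FL-GTP at 100 nM; 0% = excess unlabeled GTP control and 100% = no compound control; below 100% means less GTP binding so inhibitor and above means activator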
Target sequence (P60953 whole entry, looked up): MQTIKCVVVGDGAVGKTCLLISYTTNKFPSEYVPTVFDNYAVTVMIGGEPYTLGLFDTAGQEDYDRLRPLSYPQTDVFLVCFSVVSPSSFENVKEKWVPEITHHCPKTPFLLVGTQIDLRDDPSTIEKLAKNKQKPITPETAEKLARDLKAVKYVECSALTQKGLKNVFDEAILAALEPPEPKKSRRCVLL
Active calls of the source: *; ? = inconclusive; / = no result given. Outcome played no part in choosing rows; about 3% have a hit in one of these screens.

SMILES	Rab7 wt modul	GSH fluor	Mcl1 Bid PPI	Mcl1 Noxa PPI	Pf gametocyte	Avidin bead fluor	HRas wt GTP bind	Rab2A wt mod	Rac1 act GTP bind	Rac1 wt GTP bind	Cdc42 wt GTP
CCn1c(SCC(=O)Nc2nccs2)nnc1-c1ccncc1	100	10	0	16	/	8	101	98	101	105	101
COc1ccc(-c2sc(NC(C)=O)nc2-c2ccccc2)cc1	103	7	-55	-11	22	16	98	97	97	101	98
CCOC(=O)c1[nH]c(C)c(C(=O)N2CCN(c3ccccc3OC)CC2)c1C	96	15	-8	-2	-4	12	98	97	96	100	99
O=C(O)c1cc(NC(=S)NC(=O)C(c2ccccc2)c2ccccc2)ccc1Cl	96	13	1	4	-28	8	95	95	96	98	97
COCCNS(=O)(=O)c1ccc(C)c(C)c1C	98	13	-9	1	/	9	96	98	96	103	98
COc1ccc(OCc2nnc(SCC(=O)c3c(N)n(C)c(=O)n(C)c3=O)n2-c2ccccc2F)cc1	92	10	-21	8	/	10	93	93	92	90	91
COc1cccc(CNC(=O)C2CCCN(S(=O)(=O)c3cccc4nonc34)C2)c1 (stereo not given)	96	23	-20	-7	/	9	98	100	100	102	101
CC(=O)Nc1nc(S(=O)(=O)c2ccc(C)cc2)c(Cl)s1	102	37	6	12	/	18	102	100	98	108	101
O=C(O)c1ccc2c(c1)NC(=O)C(N1CCCC1)S2 (stereo not given)	97	26	2	24	/	11	98	103	100	102	99
Cc1ccc(NC(=O)C2CCCN(C(=O)c3ccc(Cl)cc3)C2)c(C)c1 (stereo not given)	94	22	-7	-2	6	6	93	89	92	93	91
Cc1cc(C)c(NC(=O)CSc2nc3ccc(NC(=O)CSc4nnnn4-c4ccccc4)cc3s2)c(C)c1	102	23	2	9	-2	11	103	102	101	105	106
CC(=O)Nc1ccc(NC(=O)C(C)Oc2ccccc2F)cc1 (stereo not given)	100	30	0	16	-33	38	100	99	98	108	104
COC(=O)N/N=C/c1ccc([N+](=O)[O-])s1	102	10	-1	11	-3	3	99	100	101	102	103
N#Cc1c(-c2ccccc2)nc(SCC(=O)Nc2ccccc2)[nH]c1=O	?	10	14	23	-11	11	?	?	?	?	?
O/N=C/C1=C(Cl)c2ccccc2CC1	102	13	-16	11	1	20	100	100	95	101	102
CCOc1ccc(NC(=O)Cn2nnc(-c3ccccc3NC(=O)c3cccs3)n2)cc1	100	40	-4	19	-10	6	99	97	92	99	98
Fc1ccc(-n2cc(-c3ccccc3)c3c(N4CCOCC4)ncnc32)cc1	104	11	-25	15	9	19	99	99	95	100	97
COCc1cc(C)nc(N2CCNCC2)c1C#N	101	11	-10	13	-2	11	101	102	101	104	103
CCc1nc(CN2CCN(Cc3ccc(F)c(F)c3)C(CCO)C2)c(C)[nH]1 (stereo not given)	106	10	-21	12	-3	3	98	99	95	99	97
COc1ccc(C(=O)C2CCCN(Cc3nc4ccccc4nc3C)C2)cc1OC (stereo not given)	97	16	-81	9	-11	6	97	100	96	100	97
O=C(NCCc1ccncc1)Nc1ccc(Cl)cc1	96	20	0	10	21	10	97	98	97	97	97
Cc1ccc(S(=O)(=O)N2CCCCC2)cc1NC(=O)COC(=O)Cc1cccc2ccccc12	96	17	-4	11	14	13	96	91	91	95	94
Cc1cc(C)cc(OCC(=O)NNC(=O)c2cc3ccccc3o2)c1	99	8	-11	2	-5	4	96	94	96	93	97
COc1ccc2nc(NC(=O)CSc3nc(C)cc(=O)[nH]3)sc2c1	104	12	-23	13	-34	9	103	101	100	108	103
CC(=O)Nc1ccc(S(=O)(=O)NCC2CCC(C(=O)NCCCN3CCCC3=O)CC2)cc1 (stereo not given)	105	27	-9	15	/	16	104	100	100	106	101

Whole records, quoted from the list. Order of values: Rab7 wt modul, GSH fluor, Mcl1 Bid PPI, Mcl1 Noxa PPI, Pf gametocyte, Avidin bead fluor, HRas wt GTP bind, Rab2A wt mod, Rac1 act GTP bind, Rac1 wt GTP bind, Cdc42 wt GTP
Entry for COc1ccc(OCc2nnc(SCC(=O)c3c(N)n(C)c(=O)n(C)c3=O)n2-c2ccccc2F)cc1 = 92, 10, -21, 8, /, 10, 93, 93, 92, 90, 91
Entry for Cc1ccc(S(=O)(=O)N2CCCCC2)cc1NC(=O)COC(=O)Cc1cccc2ccccc12 = 96, 17, -4, 11, 14, 13, 96, 91, 91, 95, 94

Next compounds follow:
SMILES	Rab7 wt modul	GSH fluor	Mcl1 Bid PPI	Mcl1 Noxa PPI	Pf gametocyte	Avidin bead fluor	HRas wt GTP bind	Rab2A wt mod	Rac1 act GTP bind	Rac1 wt GTP bind	Cdc42 wt GTP
Cn1cccc1C(=O)C(=O)Nc1cc(Cl)cc(Cl)c1	99	26	-15	-40	-9	5	100	97	96	101	99
CCc1ccc(N2C(=O)C(Cl)=C(N3CCOCC3)C2=O)cc1	101	5	-13	9	/	2	107	105	103	109	106
O=c1oc2cc(OCc3ccc(F)cc3F)ccc2cc1-c1ccc2ccccc2n1	99	15	-9	-7	/	20	95	96	96	102	99
O=C(Cn1c(NCCO)nc2ccccc21)NCCc1ccccc1	?	15	-31	21	4	8	?	?	?	?	?
C=CCOc1ccc2ccccc2c1CNCCCN1CCOCC1	102	23	0	18	/	10	105	102	98	102	105
COc1cc(CNc2ccc3c(c2)CCC3)cc(OC)c1O	97	16	-9	40	/	29	97	97	95	98	99
CC(=O)CSc1nc2ccc(Nc3nc(N4CCOCC4)nc(N4CCOCC4)n3)cc2s1	99	17	10	-1	-13	9	98	95	97	96	94
O=C(COc1ccc(C(=O)Nc2ccc(Cl)cc2)cc1)NCc1ccccc1	104	13	0	5	-15	14	104	101	101	105	103
O=C(NCCn1ccc2ccccc21)c1cccc([N+](=O)[O-])c1	102	63	-34	-9	13	11	96	98	95	96	95
c1ccc2c(NC3CCCC3)nnc(NC3CCCC3)c2c1	99	26	-9	-5	/	12	97	98	96	99	97
CCOC(=O)c1nnn(CC(=O)N2N=C(c3ccc(Cl)cc3)CC2c2ccc(OC)cc2)c1C(=O)OCC (stereo not given)	99	8	-5	-20	-48	36	102	100	101	105	100
O=C(CCCc1nc2ccccc2s1)Nc1nccs1	101	12	-15	25	/	10	103	100	99	104	104
O=C1C(Cl)=C(Nc2cccc(O)c2)C(=O)N1Cc1ccccc1	92	8	-5	17	-4	8	93	92	92	93	93
O=C(O)c1ccc(-c2nc(-c3ccccc3Cl)cs2)cc1	107	15	-1	10	-3	9	100	100	94	100	96
CS(=O)(=O)N(CC(=O)NCc1ccccc1Cl)Cc1ccccc1	98	18	0	5	/	20	100	98	97	101	100
CCOC(=O)c1ccc(NC(=O)C2(c3ccc(OC)cc3)CCOCC2)cc1	105	23	-5	1	/	8	103	102	100	103	106
O=C(Nc1cccc(N=Cc2cc(Br)cc(Br)c2O)c1)c1ccco1	93	9	4	42	-12	19	94	93	94	94	99
COC1=CCC2([N+](=O)[O-])CN(CCO)CC1([N+](=O)[O-])C2 (stereo not given)	104	8	-13	0	/	2	101	100	100	102	103
Cc1cc(NC(=O)c2cc(C3CC3)on2)no1	96	18	-5	-3	/	6	95	94	97	96	95
O=C(O)/C=C/C(=O)N1CCN(c2ccccc2F)CC1	101	8	-12	24	-4	3	101	100	95	101	101
COc1ccccc1CN=Cc1[nH]c2ccc(Br)c(Cl)c2c1O	95	17	-59	0	-9	17	99	97	97	100	100
O=C(Nc1ccccc1)OCCN1CCN(Cc2ccccc2)CCC1=O	98	17	2	19	16	11	104	104	101	107	103
CC(=O)c1ccc(S(=O)(=O)Nc2cccc(S(=O)(=O)NC3=NCCC3)c2)cc1	103	6	-29	18	10	15	102	101	99	105	102
CC(C)n1c(/N=C/c2c[nH]c3ccccc23)nc2ccccc21	99	9	15	17	-16	20	101	99	97	99	100
COc1ccc(NC2=NCC(=O)N2c2ccccc2)c(OC)c1	103	30	4	26	-19	12	101	103	101	108	105
O=C(Cn1c2[n+](c3ccc(C(F)(F)F)cc31)CCCCC2)Nc1ccccc1	101	9	1	3	/	9	99	100	102	104	99
O=C(COc1ccc2ccc(=O)oc2c1)N1CCc2ccccc21	105	17	-13	-5	14	11	99	98	96	102	100
CCOc1cc(N2CCOCC2)c(OCC)cc1NC(=O)c1cc(-c2ccco2)nc2ccccc12	101	11	78*	49	/	10	103	103	97	106	102
CC1Cc2ccccc2N1C(=O)COC(=O)C1(c2ccccc2F)CCCC1 (stereo not given)	100	18	12	-5	13	9	98	99	99	100	97
COc1ccc(/C=N/NC(=O)c2ccc(O)cc2O)cc1CSc1ccccn1	97	13	-20	98*	19	20	94	93	95	92	93

6 neighbouring records from above, quoted:
SMILES	Rab7 wt modul	GSH fluor	Mcl1 Bid PPI	Mcl1 Noxa PPI	Pf gametocyte	Avidin bead fluor	HRas wt GTP bind	Rab2A wt mod	Rac1 act GTP bind	Rac1 wt GTP bind	Cdc42 wt GTP
O=C(Nc1cccc(N=Cc2cc(Br)cc(Br)c2O)c1)c1ccco1	93	9	4	42	-12	19	94	93	94	94	99
COC1=CCC2([N+](=O)[O-])CN(CCO)CC1([N+](=O)[O-])C2 (stereo not given)	104	8	-13	0	/	2	101	100	100	102	103
Cc1cc(NC(=O)c2cc(C3CC3)on2)no1	96	18	-5	-3	/	6	95	94	97	96	95
O=C(O)/C=C/C(=O)N1CCN(c2ccccc2F)CC1	101	8	-12	24	-4	3	101	100	95	101	101
COc1ccccc1CN=Cc1[nH]c2ccc(Br)c(Cl)c2c1O	95	17	-59	0	-9	17	99	97	97	100	100
O=C(Nc1ccccc1)OCCN1CCN(Cc2ccccc2)CCC1=O	98	17	2	19	16	11	104	104	101	107	103
